Tn7 DDE FP: inhibitors of Tn7 peptide binding to fibrin DD(E), primary screen, biochemical, fluorescence polarization, human fibrin, Tn7 probe; Fibrinogen beta chain (Homo sapiens), P02675; FP displacement of FITC-Tn7 peptide from fibrin DD(E); 0% = median of compound wells per plate; inhibition, % at 8.3 µM; 370,000 tested, 0.13% active; AID 720508, 2013;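 active means inhibition above the mean of compounds falling within the control limits plus 3 SD of them, cut at about 14% in these data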;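 further: 0% = plate median of compound wells and 100% = 10 µM Aha-Tn7 peptide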
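system = human fibrin DD(E) protein | quantity = DD(E) 2 µM final | medium = Tris/NaCl/CaCl2 buffer, pH 7.8 | also added = labelled Tn7 tracer, 0.1 µM | compound dosing = single point at 8.3 µM | timing = compound with protein 10 min, then 3 h after probe, room temperature | signal = FP measurement | benchmarks = Aha-Tn7 high control | repeats = one replicate per compound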
ASAP1 GAP inh: inhibitors of human ASAP1 ArfGAP activity, primary screen, biochemical, fluorescence polarization; Arf-GAP with SH3 domain, ANK repeat and PH domain-containing protein 1 (Homo sapiens), …; ASAP1-stimulated ARF1 GTP hydrolysis, GDP FP detection; AID 624377, 2012; inhibition, % at 16.5 µM; 360,000 tested, 0.19% active; in the data active means inhibition above about 25%;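 further: 0% = vehicle with enzyme and substrate and 100% = no enzyme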
PLCg1 inh: PLC-gamma1 enzyme inhibitors, primary screen, biochemical, fluorescence, purified enzyme; inhibition, % at 12.2 µM; 370,000 tested, 0.84% active; AID 720700, 2013; fluorogenic substrate; in the data active means inhibition above about 9.5%
UHRF1 MBD2 ctr: UHRF1 methylated DNA binding inhibitors, primary screen, counter-screen for MBD2 inhibitor project, biochemical, TR-FRET, human UHRF1, single concentration; E3 ubiquitin-protein ligase UHRF1 (Homo sapiens), Q96T88; UHRF1 binding to methylated oligo; inhibition, % at 4.4 µM; 370,000 tested, 0.75% active; AID 687016, 2013; in the data active means inhibition above about 21%;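 further: UHRF1 SRA domain binding a hemimethylated CpG hairpin DNA probe; 0% = median of test compound wells and 100% = reference inhibitor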
MBD2 inh: inhibitors of MBD2 binding to methylated DNA, primary screen, biochemical, TR-FRET, DNA-binding domain, human | Methyl-CpG-binding domain protein 2 (Homo sapiens), Q9UBB5 | MBD2 binding to methylated oligonucleotide | inhibition, % at 4.4 µM | 370,000 tested, 0.31% active | AID 686964, 2013; in the data active means inhibition above about 13%
Target sequence (Q9UBB5 whole entry, looked up, the tested form may be a part): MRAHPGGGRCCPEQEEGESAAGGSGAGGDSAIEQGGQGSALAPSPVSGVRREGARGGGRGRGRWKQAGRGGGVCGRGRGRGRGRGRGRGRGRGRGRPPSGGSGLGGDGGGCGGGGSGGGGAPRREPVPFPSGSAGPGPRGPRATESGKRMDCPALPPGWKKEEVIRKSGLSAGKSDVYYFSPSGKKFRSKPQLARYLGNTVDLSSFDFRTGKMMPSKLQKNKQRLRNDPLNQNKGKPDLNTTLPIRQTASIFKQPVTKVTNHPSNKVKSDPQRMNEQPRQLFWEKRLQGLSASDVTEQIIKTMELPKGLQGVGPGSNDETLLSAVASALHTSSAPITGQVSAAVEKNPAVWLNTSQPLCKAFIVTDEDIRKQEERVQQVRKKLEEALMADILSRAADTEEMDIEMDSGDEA
KLK7 zymogen act: proKLK7 zymogen activators, primary screen, biochemical, fluorescence intensity; Kallikrein-7 (Homo sapiens), P49862; purified proKLK7, EDANS-DABCYL substrate fluorescence; 100% is mature enzyme control, 0% vehicle; activation, % at 7 µM; 370,000 tested, 0.9% active; AID 652039, 2013;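 active means activation above the mean of all tested compounds plus 3 SD, computed per campaign excluding outliers beyond control limits, cut at about 13% in these data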
ADAM17 inh: ADAM17 inhibitors, primary screen, biochemical, QFRET; Disintegrin and metalloproteinase domain-containing protein 17 (Homo sapiens), P78536; recombinant ADAM17, EDANS/DABCYL FRET peptide cleavage; inhibition, % at 6.95 µM; 370,000 tested, 0.83% active; AID 720648, 2013;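 active means inhibition above the mean of compounds lying between control limits plus 3 SD, set per campaign, cut at about 8.5% in these data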;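 further: 0% = DMSO-only wells as the low control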
Target sequence (P78536 215-824 limits assumed): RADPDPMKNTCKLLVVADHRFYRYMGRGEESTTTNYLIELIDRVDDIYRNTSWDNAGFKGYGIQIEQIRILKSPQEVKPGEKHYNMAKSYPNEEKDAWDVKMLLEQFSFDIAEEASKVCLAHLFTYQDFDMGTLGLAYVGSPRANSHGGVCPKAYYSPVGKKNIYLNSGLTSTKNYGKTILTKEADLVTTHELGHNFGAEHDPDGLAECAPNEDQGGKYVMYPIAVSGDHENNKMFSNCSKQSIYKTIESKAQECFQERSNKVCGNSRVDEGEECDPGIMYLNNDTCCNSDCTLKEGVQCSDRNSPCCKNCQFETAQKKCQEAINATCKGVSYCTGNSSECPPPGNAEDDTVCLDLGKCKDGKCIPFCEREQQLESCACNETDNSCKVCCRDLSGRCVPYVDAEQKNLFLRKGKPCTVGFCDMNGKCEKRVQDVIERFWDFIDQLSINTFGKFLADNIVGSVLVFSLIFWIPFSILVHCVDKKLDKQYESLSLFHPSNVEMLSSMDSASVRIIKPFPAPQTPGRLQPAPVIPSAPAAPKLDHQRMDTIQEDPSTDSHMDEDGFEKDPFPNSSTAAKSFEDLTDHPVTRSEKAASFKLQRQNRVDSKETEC
PLCb3 inh: human PLC-beta3 inhibitors, primary screen, biochemical, fluorescence; Purified PLC-beta3, fluorogenic substrate; 370,000 tested, 0.18% active; 1-phosphatidylinositol 4,5-bisphosphate phosphodiesterase beta-3 (Homo sapiens), Q01970; inhibition, % at 12.2 µM; in the data active means inhibition above about 11%;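 further: 0% = median of compound wells on plate and 100% = full blocker control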
DDE Tn6 FP inh: inhibitors of Tn6 peptide binding to fibrin DD(E), primary screen, biochemical, fluorescence polarization, human fibrin, Tn6 probe; Fibrinogen beta chain (Homo sapiens), P02675; Fibrin DD(E) TRITC-Tn6 fluorescence polarization displacement; inhibition, % at 8.3 µM; 370,000 tested, 0.21% active; AID 720509, 2013;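 active means inhibition above a per-campaign cutoff: mean of compounds within control limits plus 3 SD, cut at about 15% in these data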;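 further: 0% = median of all compound wells on the plate and 100% = blocking peptide control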
ARFGAP1 inh: inhibitors of rat ARFGAP1 GAP activity, primary screen, biochemical, fluorescence polarization, GDP tracer; ADP-ribosylation factor GTPase-activating protein 1 (Rattus norvegicus), Q62848; inhibition, % at 16.5 µM; Arfgap1-stimulated ARF1 GTP hydrolysis, GDP FP detection; 360,000 tested, 0.26% active;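 active means inhibition above a per-plate limit, mean inhibition of low control wells plus 3 SD, cut at about 25% in these data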;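 further: 0% = DMSO wells with enzyme and 100% = wells lacking Arfgap1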
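material = rat Arfgap1 catalytic domain, aa 1-136 | also added = human ARF1(Δ1-17)-GTP substrate | compound dosing = one concentration, 16.5 µM, DMSO 1.26% | times = GTP hydrolysis reaction 2 h at 25 °C | measured by = FP, GDP Alexa 633 tracer displaced from anti-GDP antibody, 620/688 nm | evaluation = percent inhibition of Arfgap1-stimulated GTP hydrolysis | replication = single well per compound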
The depositor's hits bear a star; . = no result given.

item	Compound	Tn7 DDE FP	PLCb3 inh	PLCg1 inh	ARFGAP1 inh	ASAP1 GAP inh	KLK7 zymogen act	MBD2 inh	ADAM17 inh	DDE Tn6 FP inh	UHRF1 MBD2 ctr
1	Cc1onc(-c2ccccc2)c1C(=O)Nc1nnc(C(C)C)s1	2	-2	2	-12	7	-0.1	-2	-2	-5	-2
2	CCSc1nnc(C)n1-c1ccc(C(=O)O)cc1	0	3	2	1	7	0.7	-2	-1	1	3
3	COc1cc(/C=C2\C(=N)N3N=C(S(C)(=O)=O)SC3=NC2=O)cc(OC)c1OCCOc1cccc(C)c1	11	-11	-4	14	5	-0.6	0	-5	-2	2
4	CC(C#N)(NC(=O)CN1CCN(S(=O)(=O)c2cc(C(F)(F)F)ccc2Cl)CC1)C1CC1 (stereo unspecified)	2	-1	1	5	-1	-0.4	8	-3	-1	3
5	Clc1ccc(C#Cc2cccnc2)cc1	2	2	2	8	2	-0.4	-2	-4	-4	3
6	O=C(COc1ccccc1CNC[C@H]1O[C@@H](n2ccc(=O)[nH]c2=O)[C@H](O)[C@@H]1O)N1CCCCC1	1	0	2	-9	-10	-0.1	-4	2	-1	-1
7	CCOc1ccc(Br)cc1C(=O)N/N=C/c1cccnc1	1	-6	1	11	-5	0.5	3	-3	4	-1
8	S=C1NCCc2ccc(Cl)cc2C1c1ccccc1Cl (stereo unspecified)	0	-3	-3	8	7	-0.4	4	2	5	0
9	CCc1n[nH]c(=S)n1/N=C/C(C)=C\c1ccccc1	-2	-5	-1	3	5	0.3	-7	0	-3	-3
10	Cc1ccc(S(=O)(=O)NC(C)(C)CSc2nnc(Nc3ccccc3)s2)cc1	0	-29	-2	-7	15	0.0	0	4	0	3
11	CCc1c(O)nc(SCC(=O)Nc2nc3ccccc3s2)n(C2CCCCC2)c1=O	-2	-8	3	3	-9	0.3	0	-1	-12	-1
12	CC1Oc2ccccc2N(CC(=O)NCc2ccccc2)C1=O (stereo unspecified)	1	1	1	0	1	-0.5	-7	3	6	-2
13	Cc1ccc(CNC(=O)Nc2ccc(F)cc2)n1C	3	-18	-9	-7	5	0.2	-2	-5	-2	-2
14	COc1cc2nc(CN3CCN(S(=O)(=O)c4ccccc4C(F)(F)F)CC3)[nH]c(=O)c2cc1OC	0	-3	-2	-2	8	-0.5	10	-3	4	13
15	CC(C)(C)C1CCc2onc(C(=O)NC3CCCC3)c2C1 (stereo unspecified)	7	2	-1	-2	2	0.1	-4	3	7	-5
16	O=C(CSc1nnc(NC(=O)C2CC2)s1)NCc1ccccc1	0	0	9	1	-5	-0.5	8	-4	-16	9
17	COc1ccc(C2N(C(=O)C(F)(F)F)C(C)CN2S(=O)(=O)c2ccc(C)cc2)cc1 (stereo unspecified)	6	-9	4	6	-1	0.0	1	0	0	2
18	O=C(NCC1CCOCC1)c1ccc2nc(Cc3cccc(Cl)c3)oc2c1	4	-6	-6	9	-2	-0.1	-6	-4	-4	1
19	Cc1ncc(CO)c2c1Oc1nc(-c3ccccc3)nc(SCC(=O)N(C)c3ccccc3)c1C2	-8	-10	0	6	5	0.0	-2	2	-3	-1
20	CCc1nc2cc(NC(=O)C3(C)CCCN(C(C)=O)C3)ccc2o1 (stereo unspecified)	1	5	1	4	11	0.3	1	-3	6	-3
21	CCOC(=O)Cn1nc(-c2ccccc2)c2ccccc2c1=O	-4	4	4	5	-2	0.5	-5	-4	3	-3
22	O=C(/C=C/c1cccc(Cl)c1)NCCN1CCOCC1	0	1	0	13	4	0.3	-3	-4	3	-2
23	Cc1cc(C)cc(OCCCn2ccnc2)c1	-7	-3	1	-3	8	0.3	1	2	-4	0
24	CN(C)c1cccc(/C=C2\CC3(OC(=O)c4ccc(Cl)cc4)CCCN2C3)c1 (stereo unspecified)	3	-5	2	.	.	0.0	3	-1	-8	3
25	O=C(Nc1ccccc1C(=O)NC(Cc1ccccc1)C(=O)O)c1ccccc1 (stereo unspecified)	2	1	-1	-3	3	0.2	0	-1	-1	1

Complete entries, looked up by structure.
`CCc1c(O)nc(SCC(=O)Nc2nc3ccccc3s2)n(C2CCCCC2)c1=O` as listed: Tn7 DDE FP: -2; PLCb3 inh: -8; PLCg1 inh: 3; ARFGAP1 inh: 3; ASAP1 GAP inh: -9; KLK7 zymogen act: 0.3; MBD2 inh: 0; ADAM17 inh: -1; DDE Tn6 FP inh: -12; UHRF1 MBD2 ctr: -1
`COc1cc2nc(CN3CCN(S(=O)(=O)c4ccccc4C(F)(F)F)CC3)[nH]c(=O)c2cc1OC` as listed: Tn7 DDE FP: 0; PLCb3 inh: -3; PLCg1 inh: -2; ARFGAP1 inh: -2; ASAP1 GAP inh: 8; KLK7 zymogen act: -0.5; MBD2 inh: 10; ADAM17 inh: -3; DDE Tn6 FP inh: 4; UHRF1 MBD2 ctr: 13

Next records:
item	Compound	Tn7 DDE FP	PLCb3 inh	PLCg1 inh	ARFGAP1 inh	ASAP1 GAP inh	KLK7 zymogen act	MBD2 inh	ADAM17 inh	DDE Tn6 FP inh	UHRF1 MBD2 ctr
26	C#CCOCCOCCOCCNc1nc(N2CCN(C(=O)[C@H](C(C)C)n3cc(CCO)nn3)CC2)nc(N2CCN(C(=O)[C@H]([C@@H](C)CC)n3cc(CCC(=O)O)nn3)CC2)n1	-2	1	3	-5	0	-0.1	5	-4	2	9
27	COc1ccc(C2N(c3cc(Cl)ccc3OC)C(=O)C3CCCN32)cc1OC (stereo unspecified)	-5	2	0	12	10	0.0	-3	1	3	0
28	Cn1c(=O)c2ccccc2n(Cc2cccc(F)c2)c1=O	8	-9	-3	3	-17	-0.8	0	-7	-3	4
29	COc1ccccc1/C=C1\SC(=S)N(CCC(=O)NCCCN2CCOCC2)C1=O	-7	-2	5	7	5	-0.2	-9	1	-8	-16
30	COc1ccc(NS(=O)(=O)c2ccc(OC)c3ccccc23)cn1	-4	1	0	-2	-4	0.5	4	-2	0	2
31	COc1cccc(NC(=O)C2CCCN(S(=O)(=O)c3cccc4nonc34)C2)c1 (stereo unspecified)	-1	1	-2	6	-4	0.3	-1	-1	-7	-2
32	O=C(CSc1nnc(COc2ccc(Cl)cc2)o1)N1CCCCC1	7	-9	-2	3	-9	-0.7	3	-4	10	0
33	O=C(CN1C(=O)NC2(CCOc3ccccc32)C1=O)c1ccc(Cl)cc1 (stereo unspecified)	5	3	2	8	10	-0.1	-1	-2	-2	0
34	Cc1cccc(NC(=O)COC(=O)c2nn(C)c(=O)c3ccccc23)c1C	7	1	-3	-8	-5	-0.6	-3	-1	9	3
35	C/C(=N\NC(=O)c1ccccc1C)c1ccc(NC(=O)c2cccs2)cc1	7	1	-4	7	2	0.3	-1	-3	1	39*
36	c1ccc(CNCC2COc3ccccc3O2)cc1 (stereo unspecified)	-2	8	2	3	-4	0.1	7	-6	-3	7
37	CCCCNC(=O)CSc1nnc(-c2ccc(S(=O)(=O)N3CCCC3)cc2)n1C	0	2	1	7	2	0.2	-1	0	8	-2
38	COc1ccc(N2CCN(C(=O)CN3c4cccc5cccc(c45)S3(=O)=O)CC2)cc1	0	-124	-107	5	-7	1.1	-4	-26	0	-3
39	O=C(NCCC1=CCCCC1)C1CCN(Cc2cnn(-c3ccccc3)c2-n2cccc2)CC1	-4	0	0	6	-14	0.4	1	3	4	1
40	Cc1ccc(-c2ccc(C(=O)O)o2)cc1Cl	-2	-8	1	-6	6	0.2	-2	-3	4	-1
41	CSc1ccc(N=Nc2c(C)[nH]n(C)c2=O)cc1	-1	-4	3	-3	4	-0.3	-16	3	8	-8
42	CCCCNC(=O)C1c2cc(OC)c(OC)cc2C(=O)N(C)C1c1cccs1 (stereo unspecified)	-4	-6	2	9	-7	-0.2	3	-3	3	1
43	C=CCNC(=O)c1c(O)c2cccc3c2n(c1=O)CCC3	-2	-4	-3	-2	-6	0.3	4	-3	1	-1
44	CSc1ccccc1OCc1cc(C(=O)NCCCc2ccccc2)no1	-4	-6	-2	11	-6	0.2	2	-5	1	-1
45	CCSc1nc2sc3c(c2c(=O)n1-c1ccc(C)cc1)CCN(C)C3	-1	-65	-33	4	-3	-1.1	0	-33	-9	1
46	CC(=O)Nc1ccc(NC(=O)CCCn2cnc3ccccc3c2=O)cc1	7	-10	4	10	1	-0.4	4	0	-6	4
47	Cc1c(CCC(=O)O)c(=O)oc2cc(OCc3ccccc3F)ccc12	11	-104	-69	-3	-6	0.6	-5	-392	3	-2
48	COc1ccc(C2C(C(C)=O)=C(O)C(=O)N2CCc2ccccc2)c(OC)c1 (stereo unspecified)	-3	-5	-1	-2	1	0.0	2	-3	-2	-7

5 compounds drawn at random from those above:
item	Compound	Tn7 DDE FP	PLCb3 inh	PLCg1 inh	ARFGAP1 inh	ASAP1 GAP inh	KLK7 zymogen act	MBD2 inh	ADAM17 inh	DDE Tn6 FP inh	UHRF1 MBD2 ctr
18	O=C(NCC1CCOCC1)c1ccc2nc(Cc3cccc(Cl)c3)oc2c1	4	-6	-6	9	-2	-0.1	-6	-4	-4	1
3	COc1cc(/C=C2\C(=N)N3N=C(S(C)(=O)=O)SC3=NC2=O)cc(OC)c1OCCOc1cccc(C)c1	11	-11	-4	14	5	-0.6	0	-5	-2	2
25	O=C(Nc1ccccc1C(=O)NC(Cc1ccccc1)C(=O)O)c1ccccc1 (stereo unspecified)	2	1	-1	-3	3	0.2	0	-1	-1	1
14	COc1cc2nc(CN3CCN(S(=O)(=O)c4ccccc4C(F)(F)F)CC3)[nH]c(=O)c2cc1OC	0	-3	-2	-2	8	-0.5	10	-3	4	13
29	COc1ccccc1/C=C1\SC(=S)N(CCC(=O)NCCCN2CCOCC2)C1=O	-7	-2	5	7	5	-0.2	-9	1	-8	-16

Source: PubChem BioAssay (The Scripps Research Institute Molecular Screening Center)
